Bioassay records deposited in PubChem BioAssay by National Center for Advancing Translational Sciences (NCATS).
USP2a inh = inhibitors of human ubiquitin-specific protease USP2a; AID 463254; USP2 core, Ub-CHOP2 coupled fluorogenic reporter, 485/531; O75604; 330,000 compounds, 0.01% hits; Potency, µM (top dose mostly 38.3 µM), for the others: at the highest dose activity change, negative = inhibition, usual class: inhibitors;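 note: potency is the fitted concentration of half-maximal effect; plate controls were DMSO wells for no effect and full inhibition by NEM control for full effect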
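Cell-free coupled assay: 10nM USP2 core preincubated 30min RT with compound in Tris-HCl pH 8.0/CaCl2/CHAPS buffer, then 25nM Ub-CHOP2 and 25nM reporter substrate; fluorescence (Ex 485/Em 531) read after 60min RT, normalized to NEM inhibition, concentration-response curves fitted.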
MLL CXXC-DNA inh = MLL CXXC-DNA interaction inhibition; Q03164; MLL-CXXC / FITC-HOXA9 DNA fluorescence polarization; Potency, µM (top dose mostly 115 µM), without a hit: at the highest dose activity change, negative = inhibition, hits mostly inhibitors; 290,000 compounds, 0.037% hits; AID 2662; active = well fitted inhibition curve with a large enough effect in the polarisation, with a control signal flat, not every such curve was filed as active; inconclusive = small, poorly fitted or top-dose-only effect, or effect the other way, or a change in a side signal; inactive = no such curve, though single readings can be large or run the other way; the % refers to the polarisation; note: potency is the fitted concentration of half-maximal effect
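Steps: dispense CXXC domain solution (7 uM) → pin compounds or unlabeled HOX-A9 DNA control → 5 min ambient → add FLSN-HOX-A9 solution (50 nM) → spin → 30 min ambient → fluorescence polarization. Tris pH 7.5/NaCl/DTT/BSA buffer.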
Coupling enz = inhibits coupling enzyme system, counter-screen for aldolase hits; coupling enzyme system counterscreen, AmpLite Red fluorescence; 290,000 compounds, 0.67% hits; activity change, negative = inhibition, % at 58.2 µM, hits read low; in the data active = activity change below about -30%; note: % is set by controls: 0 for no effect and ±100 for the full control effect
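Compounds tested against the coupling enzymes alone at 57.5 uM final; readout was AmpLite Red fluorescence (525/598 nm) after 20 min at RT.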
TRPV1 agonist = activates the human vanilloid receptor TRPV1; activation, % at 8.33 µM; AID 540275; 320,000 compounds, 0.19% hits; TRPV1-expressing cells, Fluo-8 calcium influx, agonist mode; in the data active = activation above about 80%; inconclusive = between about 30% and that limit; note: 0% is about no effect
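Fluo-8 calcium influx in TRPV1-expressing cells, kinetic read (ex 480/em 520 nm). Compound added and read 3 min for agonist activity, followed by capsaicin at EC20 final and 2 min further read for enhancement.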
KCNH2 3.1 inh = blocks the human KCNH2 3.1 channel isoform | AID 720553 | activity change, % (tested at about 1.8 µM) | 340,000 compounds, 0.95% hits | U2OS KCNH2 3.1, thallium flux FluxOr; active compounds read low;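 active = maximum activity change below -70%; inconclusive = maximum activity change from -70% to -50%; inactive = maximum activity change above -50%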;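 note: thallium influx rate constant from kinetic fluorescence after stimulation buffer; % is set by controls: 0 for no effect and ±100 for the full control effect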
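Thallium flux via FluxOr fluorescence (Red40 quencher, 45 min loading) in U2OS cells virally expressing the KCNH2 3.1 isoform (1.77 x 10^8 /mL virus, overnight at 37 C). Rate constants from 2-min kinetic reads post-stimulation, normalised to positive and negative controls.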
GALK inh = inhibitors of human galactokinase; P51570; Purified GALK, Kinase-Glo residual ATP luminescence; Potency, µM (top dose mostly 57.5 µM), without a hit: top-dose activity change, negative = inhibition, most hits filed as inhibitors; 270,000 compounds, 0.007% hits; AID 1868; note: potency is the fitted concentration of half-maximal effect; % is set by controls: 0 for no effect and ±100 for the full control effect
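Quantitative HTS: GALK 5 nM, ATP 35 uM, galactose 100 uM, 1 h room temperature, then luciferase-based ATP detection.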
Menin MLL FP TR = menin-MLL binding inhibition, Texas Red mutant peptide | O00255 | Menin + Texas Red MLL mutant peptide, fluorescence polarization | Potency, µM (doses to about 61.6 µM), for inactives: top-dose FP activity change, negative = inhibition, most hits filed as inhibitors | 270,000 compounds, 0.23% hits | AID 1768; active = well fitted inhibition curve with a large enough effect in the polarisation, with a control signal flat, not every such curve was filed as active; inconclusive = small, poorly fitted or top-dose-only effect, or effect the other way, or a change in a side signal; inactive = no such curve, though single readings can be large or run the other way; the % refers to the polarisation; note: potency is the fitted concentration of half-maximal effect; % of control where 0% means no effect; many of its hits are not listed in these tables
Target sequence (O00255 whole entry, looked up): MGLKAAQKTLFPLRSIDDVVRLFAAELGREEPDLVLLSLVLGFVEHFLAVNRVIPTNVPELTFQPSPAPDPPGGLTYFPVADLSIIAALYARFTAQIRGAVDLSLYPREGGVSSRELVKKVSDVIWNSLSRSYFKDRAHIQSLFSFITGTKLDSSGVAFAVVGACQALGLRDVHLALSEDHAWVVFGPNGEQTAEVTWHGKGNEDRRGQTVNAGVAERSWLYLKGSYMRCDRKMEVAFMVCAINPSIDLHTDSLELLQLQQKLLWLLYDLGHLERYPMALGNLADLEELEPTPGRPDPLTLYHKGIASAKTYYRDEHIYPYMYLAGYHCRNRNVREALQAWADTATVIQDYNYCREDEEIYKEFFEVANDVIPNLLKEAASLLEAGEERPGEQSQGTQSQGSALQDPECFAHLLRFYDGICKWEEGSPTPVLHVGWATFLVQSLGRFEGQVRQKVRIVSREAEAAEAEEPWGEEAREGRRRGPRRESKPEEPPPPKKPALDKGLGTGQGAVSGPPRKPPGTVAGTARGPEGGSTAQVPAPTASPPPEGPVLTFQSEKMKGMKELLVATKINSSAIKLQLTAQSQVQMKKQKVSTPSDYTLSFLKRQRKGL
Giardia kill = Giardia lamblia killing; Giardia lamblia trophozoite viability; activity change, % at 7.66 µM, hits read low; 340,000 compounds, 0.15% hits; AID 540267; in the data active = activity change below about -80%; inconclusive = between about -30% and that limit;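 note: parasites exposed to compound for two days anaerobically before the ATP read; % is set by controls: 0 for no effect and ±100 for the full control effect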
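Trophozoites 100 cells/well + cpd; 48 hrs, 37 deg C, anaerobic. ATPLite 1-Step added, 15-30 min RT, luminescence read (ATP-based viability).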
B2AR arrestin = recruits beta-arrestin to the human beta2-adrenergic receptor; beta-arrestin recruitment to beta2AR, cell-based reporter; P07550; Potency, µM (doses to about 46.1 µM), for inactives: top-dose activation, most hits filed as activators; 330,000 compounds, 0.02% hits;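 note: potency is the fitted concentration of half-maximal effect; 0% = DMSO controls and full agonism = EC100 isoproterenol or metaproterenol; nearly all actives have a fitted effect of over 65% in size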
Target sequence (P07550 whole entry, looked up): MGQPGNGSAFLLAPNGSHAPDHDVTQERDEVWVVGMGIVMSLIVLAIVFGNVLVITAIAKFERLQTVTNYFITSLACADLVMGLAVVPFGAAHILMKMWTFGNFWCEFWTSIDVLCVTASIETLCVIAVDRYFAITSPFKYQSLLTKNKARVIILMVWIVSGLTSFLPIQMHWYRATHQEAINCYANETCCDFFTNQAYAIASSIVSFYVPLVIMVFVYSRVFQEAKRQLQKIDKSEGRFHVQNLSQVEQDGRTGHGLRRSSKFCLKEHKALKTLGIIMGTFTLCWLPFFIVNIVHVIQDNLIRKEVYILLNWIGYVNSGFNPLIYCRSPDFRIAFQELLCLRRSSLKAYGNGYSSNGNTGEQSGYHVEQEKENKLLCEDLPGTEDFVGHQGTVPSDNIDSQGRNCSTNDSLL
hERG WT inh = inhibitors of human wildtype KCNH2 potassium channel | Q12809 | U2OS, BacMam KCNH2, thallium flux FluxOr; active compounds read low | activity change, % at 1.84 µM | 340,000 compounds, 0.37% hits | AID 720551;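 active = maximum activity change below -70%; inconclusive = maximum activity change between -70% and -50%; inactive = maximum activity change above -50%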; note: % is set by controls: 0 for no effect and ±100 for the full control effect
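U2OS cells transduced with wild-type KCNH2 virus are loaded with FluxOr dye for 45 min, and thallium flux is measured in kinetic reads before and after stimulation buffer. Rate constants are normalized to DMSO controls.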
PKM2 act = activators of human pyruvate kinase M2; P14618; purified PKM2, Kinase-Glo ATP luminescence, activation; response scale: 0% is enzyme alone, no compound; Potency, µM (highest dose often 57.5 µM), for inactives: at the top dose activation, actives largely listed as activators; 260,000 compounds, 0.34% hits; note: potency is the fitted concentration of half-maximal effect; % is set by controls: 0 for no effect and ±100 for the full control effect; nearly all actives have a fitted effect of over 55% in size
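Kinase-Glo luminescence reports ATP generated from ADP (0.1 mM) and PEP (0.5 mM) by purified hPK-M2 after 1 h at room temperature, pH 7.2 imidazole buffer; intermediate enzyme activity allows detecting inhibitors and activators.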
* = called active by the depositor; u = inconclusive; x = not tested or not shown; & = joins results of further samples; [ ] = dose if it differs, or a comment. Unless noted, calls come from the whole dose curve; as a rule, active = well fitted curve in the direction sought with a large enough effect; inconclusive = small, poorly fitted or top-dose-only effect, or another doubt; inactive = no such curve, though single readings can be large; an effect the other way counts as inactive or inconclusive.

SMILES	USP2a inh	MLL CXXC-DNA inh	Coupling enz	TRPV1 agonist	KCNH2 3.1 inh	GALK inh	Menin MLL FP TR	Giardia kill	B2AR arrestin	hERG WT inh	PKM2 act
COc1ccc(NC(=O)CSc2nnc(-c3cccnc3)s2)cc1	-1%	4%	-16	1	9	3%	9%	14	0.2%	7	12%
C=CCNC(=O)CSCc1ccc(Br)cc1	3%	4%	0	19	-17	-1%	-7%	18	-0.3%	3	1%
CCC1CCCCN1S(=O)(=O)c1ccc(NC(=O)c2ccncc2)cc1 (stereo not given)	-4%	3%	x	0	2	2%	x	5	-0.5%	-4	-4%
CN1c2ccccc2C(=O)/C(=C\Nc2ncccn2)S1(=O)=O	0%	-9%	0	6	-5	1%	x	-8	0.1%	4	1%
CC1=CC(C)(C)N(S(=O)(=O)c2ccc(F)cc2)c2ccc(C)cc21	-5%	-7%	2	3	-10	0%	-9%	10	-0.6%	-9	-4%
COc1ccc(C(=O)NNC(=O)CCn2nnc(-c3ccc(C)cc3)n2)cc1OC	0%	-5%	6	-3	8	0%	-13%	-15	-0.1%	-1	-2%
Cc1ccc(CNC(=O)CCCn2nc(C)c3c(C)n(-c4ccccc4)nc3c2=O)cc1	2%	-1%	x	2	-6	-4%	x	40[activator]	0.3%	-1	x
Cc1cccc(CSc2nnc(NC(=O)CSc3nnc(C)s3)s2)c1	-1%	8%	x	3	-22	0%	3%	0	-3.3%	3	5%
CCN(CC(=O)Nc1c(F)cccc1F)C(=O)Cn1[nH]c(=O)c2ccccc2c1=O	-1%	x	x	-2	-4	x	x	8	0.0%	-6	x
CCOc1ccc(-c2noc(CCC(=O)O)n2)cc1	-1%	-7%	0	0	8	1%	-5%	6	0.1%	5	-14%
N#C/C(=N\Nc1ccc(F)cc1)C(=O)C1CC1	-4%	1%	-2	2	10	4%	x	74[activator]	-0.6%	1	-15%
CC(OC(=O)c1ccncc1)C(=O)Nc1cc(S(=O)(=O)N2CCCCC2)ccc1Cl (stereo not given)	0%	-3%	4	15	6	-2%	u	10	-0.4%	2	6%
COCCn1ccc2c(OCC(=O)Nc3ccccc3OC)cccc2c1=O	1%	x	x	0	-5	x	x	1	-1.5%	13	x
Cc1ccccc1C(=O)NCC(=O)N1CCN(C/C=C/c2ccccc2)CC1	9%	x	x	x	-5	x	x	11	-0.2%	-11	x
CSc1cccc(NC(=O)CCCNC(=O)c2ccc(Cl)cc2)c1	1%	2%	1	13	-8	-1%	24%	-20	0.1%	-7	1%
O=[N+]([O-])c1ccc(N/N=C\c2ccccc2OCc2ccccc2)cc1	2%	3%	2	-1	-15	1%	u	-15	0.1%	12	-1%
Cc1ccc(Oc2ccc(C(=O)NC3CCSC3=O)cn2)cc1 (stereo not given)	3%	0%	0	12	-14	1%	12%	-6	0.0%	-2	3%
CCOC(=O)NC(=O)c1cn(CCN(C)C)c(=O)[nH]c1=O	1%	7%	0	-6	-10	2%	4%	12	-0.6%	0	-4%
COc1cc(OC)cc(OCC(O)Cn2cnc3cc(C)c(C)cc32)c1 (stereo not given)	0%	-15%	1	x	1	0%	-9%[11.7 µM]	30	-0.9%	-1	-30%
Cc1cccc(OCC(=O)N/N=C/c2ccc3c(c2)OCO3)c1	-1%	-7%	0	6	-44	10%	u	-7	-0.5%	5	0%
CCOc1ccc(C(=O)CC(C(=O)O)N2CCCCC2)cc1 (stereo not given)	0%	x	x	1	5	x	x	2	-0.8%	-42	x
Cc1ccc(C(=O)NNC(=O)c2n[nH]c(=O)c3ccccc23)cc1C	-4%	x	x	1	-79*	x	x	8	-0.1%	6	x
Cc1cccc(OC(=O)NCCOC(=O)N(O)c2ccc(Cl)cc2)c1	-1%	9%	0	2	-28	0%	-4%	3	0.0%	-15	-4%
CCOC(=O)C1CCCN(CCCc2ccccc2)C1 (stereo not given)	1%&-1%	20%&-1%	0&4	0&-5	-27&-1	0%&1%	-1%&0%	2&3	-0.1%&-0.7%	22&23	-5%&-4%
CCOC(=O)C(C(=O)Nc1ccccc1C)C1CCCCC1 (stereo not given)	6%	1%	3	12	1	1%	-4%	-10	0.1%	-3	3%

Continued; the last two above are carried over.
SMILES	USP2a inh	MLL CXXC-DNA inh	Coupling enz	TRPV1 agonist	KCNH2 3.1 inh	GALK inh	Menin MLL FP TR	Giardia kill	B2AR arrestin	hERG WT inh	PKM2 act
CCOC(=O)C1CCCN(CCCc2ccccc2)C1 (stereo not given)	1%&-1%	20%&-1%	0&4	0&-5	-27&-1	0%&1%	-1%&0%	2&3	-0.1%&-0.7%	22&23	-5%&-4%
CCOC(=O)C(C(=O)Nc1ccccc1C)C1CCCCC1 (stereo not given)	6%	1%	3	12	1	1%	-4%	-10	0.1%	-3	3%
CCOc1ccc(N(C(=O)Cn2nnc3ccccc32)C(C(=O)NC(C)(C)CC)c2cccn2C)cc1 (stereo not given)	1%	-6%	0	14	-1	1%	-9%	7	0.1%	0	-4%
CCOc1ccc(S(=O)(=O)Nc2ccccc2SC)c2cccnc12	0%	-5%	-2	-2	3	0%	-5%	3	0.0%	-20	11%
Cc1ccc(NS(=O)(=O)c2ccc3c(c2)CCC(=O)N3)cc1C	-1%	-7%	0	-3	4	-2%	8%	29	-0.1%	-5	0.79µM*
CC(C)NC(=O)C(=O)NCc1ccccn1	4%	14%	1	0	10	-2%	x	2	0.3%	11	-5%
Cc1nn(Cc2ccccc2)c(Cl)c1/C=C1\NC(=S)NC1=O	-1%	u	2	0	10	12%	-1%	-1	0.4%	1	3%
CCCCCOC(=O)CC(C(=O)OCCCCC)N1CCCCC1 (stereo not given)	0%	6%	0	1	3	4%	-5%	16	1.0%	-15	2%
Cc1cccc2c(-c3ccccc3)cc(=O)[nH]c12	4%	-3%	7	2	-15	2%	2%	14	-0.1%	-10	13%
Clc1ccccc1-c1nnc(CNC2CC2)o1	0%	-10%	2	1	33	9%	-9%	-18	-0.3%	3	-1%
CC1=CC(c2ccccc2)=Nc2ccc(C)cc2N1	4%	5%	-3	11	3	3%	-5%	-7	0.3%	-11	-20%
C[C@H](CO)N1C[C@H](C)[C@@H](CN(C)S(=O)(=O)c2cn(C)cn2)Oc2c(NC(=O)Nc3ccc4c(c3)OCO4)cccc2C1=O	4%	x	x	x	-123*	x	x	u	-0.2%	-4	x
COc1ccc(C)cc1N(CC(=O)Nc1ccc2c(c1)OCCO2)S(C)(=O)=O	10%	10%	2	0	12	-2%	u	-15	0.0%	-3	7%
COc1cc(/C=N/Nc2nc(C)cc(=O)[nH]2)ccc1O	3%	15%	1	-3	3	3%	u	5	-0.8%	3	x

Entries of single compounds from above.
Record of Cc1ccc(C(=O)NNC(=O)c2n[nH]c(=O)c3ccccc23)cc1C = USP2a inh: -4%; MLL CXXC-DNA inh: x; Coupling enz: x; TRPV1 agonist: 1; KCNH2 3.1 inh: -79*; GALK inh: x; Menin MLL FP TR: x; Giardia kill: 8; B2AR arrestin: -0.1%; hERG WT inh: 6; PKM2 act: x
Record of CCOc1ccc(C(=O)CC(C(=O)O)N2CCCCC2)cc1 (stereo not given) = USP2a inh: 0%; MLL CXXC-DNA inh: x; Coupling enz: x; TRPV1 agonist: 1; KCNH2 3.1 inh: 5; GALK inh: x; Menin MLL FP TR: x; Giardia kill: 2; B2AR arrestin: -0.8%; hERG WT inh: -42; PKM2 act: x
Record of CCOc1ccc(S(=O)(=O)Nc2ccccc2SC)c2cccnc12 = USP2a inh: 0%; MLL CXXC-DNA inh: -5%; Coupling enz: -2; TRPV1 agonist: -2; KCNH2 3.1 inh: 3; GALK inh: 0%; Menin MLL FP TR: -5%; Giardia kill: 3; B2AR arrestin: 0.0%; hERG WT inh: -20; PKM2 act: 11%

Some of these compounds in order of the Menin MLL FP TR value, highest first:
structure,MLL CXXC-DNA inh,TRPV1 agonist,GALK inh,Menin MLL FP TR,B2AR arrestin,PKM2 act
CSc1cccc(NC(=O)CCCNC(=O)c2ccc(Cl)cc2)c1,2%,13,-1%,24%,0.1%,1%
CCOC(=O)NC(=O)c1cn(CCN(C)C)c(=O)[nH]c1=O,7%,-6,2%,4%,-0.6%,-4%
Cc1cccc(CSc2nnc(NC(=O)CSc3nnc(C)s3)s2)c1,8%,3,0%,3%,-3.3%,5%

These rows are one share of the data. The share of hits here may be higher or lower than overall.
